# Compound activity from PubChem.
# ANO1 activ = TMEM16A chloride channel activators or potentiators, primary screen, cell-based, HTS; Anoctamin-1 (Mus musculus), Q8BHY3; HEK293 TMEM16A/YFP-H148Q/I152L, iodide quench fluorescence; hits give low values; B-score at 10 µM; 340,000 compounds, 0.3% hits;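 active = fluorescence-ratio B-score plate-corrected deviation score at least 3 library SD below zero, with starting fluorescence score within 5 deviations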;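 also: channel opened by trigger with iodide after compound preincubation; score built on the fluorescence ratio of max minus min over baseline; more negative score means more quench and so TMEM16A activation or potentiation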
# TMEM16A inh = TMEM16A chloride channel inhibitors, primary screen, cell-based, HTS; Anoctamin-1 (Mus musculus), Q8BHY3; HEK293 TMEM16A/YFP iodide influx fluorescence, ionomycin; normalized B-score (activity score, 25-100; higher = stronger inhibition) at 10 µM; 310,000 compounds, 1.2% hits;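 active = ratio plate-corrected score three or more library SD toward inhibition, starting fluorescence score within five deviations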;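 also: score derived from kinetic fluorescence span divided by baseline fluorescence per well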
# MrgX1 antagonist = antagonists of human MrgX1 receptor, primary screen, HEK293 cells, Fluo-4 calcium flux | Mas-related G-protein coupled receptor member X1 (Homo sapiens), Q96LB2 | BAM8-22 antagonism; hits give low values | B-score at 10 µM | 310,000 compounds, 1.3% hits | AID 588676, 2011;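 active = calcium-response B-score plate-corrected more than 3 library SD below zero, starting fluorescence within 5 deviations, no agonist response on first addition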;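 also: peak minus trough fluorescence over baseline after final BAM8-22 challenge near maximal dose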
# RGS4 block = RGS4 inhibitors, primary screen, cell-based, HEK293 M3R inducible RGS4, calcium flux; AID 463165, 2010; B-score at 10 µM; 310,000 compounds, 0.45% hits; Fluo-4 calcium flux; hits give high values; triggered by carbachol at its EC20; Regulator of G-protein signaling 4 (Homo sapiens), P49798;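 active = B-score, a plate-corrected calcium signal, over three deviations above library mean, with baseline fluorescence within five deviations of library mean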;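 also: RGS4 expression induced by doxycycline in cells with stable M3 receptor; B-score is computed from the integrated fluorescence ratio over baseline after carbachol; higher B-score means a larger calcium signal and so more RGS4 inhibition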
# Target sequence (P49798 whole entry, looked up): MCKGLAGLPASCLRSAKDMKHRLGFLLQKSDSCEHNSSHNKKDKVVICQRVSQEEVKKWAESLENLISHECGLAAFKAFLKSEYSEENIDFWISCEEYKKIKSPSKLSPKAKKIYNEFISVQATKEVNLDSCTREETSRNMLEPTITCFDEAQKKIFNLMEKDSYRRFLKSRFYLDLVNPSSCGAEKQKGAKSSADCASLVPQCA
# TRPC6 inhibitor = mouse TRPC6 channel inhibitors, primary screen, cell-based, HEK293, membrane potential dye | Short transient receptor potential channel 6 (Mus musculus), Q61143 | ACh-evoked depolarization; hits give low values | B-score at 10 µM | 310,000 compounds, 1.1% hits;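 active = B-score under library mean minus 3 SD, initial fluorescence not abnormally high, positive integrated signal ratio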;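 also: B-score derived from integrated fluorescence ratio over the kinetic read; more negative B-score means stronger inhibition of depolarization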
# Target sequence (Q61143 whole entry, looked up): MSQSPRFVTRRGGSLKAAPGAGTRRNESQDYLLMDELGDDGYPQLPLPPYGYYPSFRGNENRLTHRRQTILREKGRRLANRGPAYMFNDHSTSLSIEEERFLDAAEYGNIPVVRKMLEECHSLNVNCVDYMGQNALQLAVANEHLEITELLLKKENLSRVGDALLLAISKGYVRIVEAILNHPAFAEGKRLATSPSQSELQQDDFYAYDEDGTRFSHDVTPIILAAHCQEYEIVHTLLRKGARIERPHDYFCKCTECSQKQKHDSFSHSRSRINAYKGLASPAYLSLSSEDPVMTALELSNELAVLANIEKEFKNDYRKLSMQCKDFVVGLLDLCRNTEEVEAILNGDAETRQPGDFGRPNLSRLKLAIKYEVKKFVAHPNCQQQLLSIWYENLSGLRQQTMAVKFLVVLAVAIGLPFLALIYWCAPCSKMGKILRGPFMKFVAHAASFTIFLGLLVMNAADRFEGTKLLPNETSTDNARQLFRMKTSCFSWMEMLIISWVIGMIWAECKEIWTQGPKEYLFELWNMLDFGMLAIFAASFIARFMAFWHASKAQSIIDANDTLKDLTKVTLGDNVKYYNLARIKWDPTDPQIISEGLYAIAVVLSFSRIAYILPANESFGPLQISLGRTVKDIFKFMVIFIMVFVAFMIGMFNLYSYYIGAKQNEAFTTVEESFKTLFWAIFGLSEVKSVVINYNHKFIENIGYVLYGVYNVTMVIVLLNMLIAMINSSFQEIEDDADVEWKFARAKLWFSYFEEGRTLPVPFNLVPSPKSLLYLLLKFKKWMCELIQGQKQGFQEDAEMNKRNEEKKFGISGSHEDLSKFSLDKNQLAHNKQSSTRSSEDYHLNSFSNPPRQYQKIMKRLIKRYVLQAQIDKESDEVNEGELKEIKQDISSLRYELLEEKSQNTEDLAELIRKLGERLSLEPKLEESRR
# MrgX1 PAM = positive allosteric modulators of MrgX1, primary screen, HEK293 cells, Fluo-4 calcium flux. AID 588675, 2011. B-score at 10 µM. FDSS; hits give high values. Mas-related G-protein coupled receptor member X1 (Homo sapiens), Q96LB2. 310,000 compounds, 0.63% hits;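 active = plate-corrected calcium response at least 3 library SD above typical, normal starting fluorescence, not activating the receptor alone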;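 also: compound read alongside a low EC10 to EC30 dose of BAM8-22 agonist; peak minus trough fluorescence over baseline measured at the second addition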
# MrgX1 agonist = agonists of human MrgX1 receptor, primary screen, HEK293 cells, Fluo-4 calcium flux; 310,000 compounds, 0.44% hits; B-score at 10 µM; AID 588627, 2011; Fluo-4 calcium fluorescence, agonist mode; hits give high values; Mas-related G-protein coupled receptor member X1 (Homo sapiens), Q96LB2;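 active = calcium response B-score plate-corrected fluorescence ratio at least 3 library SD, with starting fluorescence B-score inside 5 SD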
#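 Material: MrgX1-expressing HEK293 cells / Dosing: compound as first of three additions / Incubation: overnight seeding, then 1 h dark dye loading / Signal: Fluo-4 NW calcium fluorescence / Evaluation: B-scored fluorescence response ratio / Benchmarks: positive and negative control wells on each plate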
# TRPC6 activator = mouse TRPC6 channel activators, primary screen, cell-based, HEK293, membrane potential dye. 310,000 compounds, 0.13% hits. B-score at 10 µM. Short transient receptor potential channel 6 (Mus musculus), Q61143. HEK293-TRPC6 membrane potential dye fluorescence; hits give high values;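 active = B-score of the integrated fluorescence ratio above library mean plus 3 SD, and starting fluorescence ratio within library mean plus 5 SD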;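 also: higher score means more depolarization so channel activation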
# TRPC4 inh = inhibitors of mouse TRPC4 channel, primary screen, Fluo4 calcium, HEK293 TRPC4beta/mu-opioid cells. DAMGO-evoked Fluo4 calcium flux; hits give low values. B-score at 10 µM. 300,000 compounds, 0.39% hits. AID 2247, 2010;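 active = B-score over 3 SD under the library average, no early fluorescence shift, positive overall ratio signal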
#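 Test system – stable TRPC4beta/mu-opioid receptor HEK293 cells · Probe or stimulus – DAMGO, a submaximal dose followed by a maximal one · Dosing – one concentration per compound · Signal – Fluo4 calcium fluorescence by kinetic imaging, 5 s 1 Hz baseline · Evaluation – per-well B score of integrated baseline-normalized Fluo4 ratio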
# TRPC4 agonist = activators of mouse TRPC4 channel, primary screen, Fluo4 calcium, HEK293 TRPC4beta/mu-opioid cells | 310,000 compounds, 0.49% hits | Short transient receptor potential channel 4 (Mus musculus), Q9QUQ5 | Fluo4 calcium fluorescence; hits give high values | AID 2237, 2010 | B-score at 10 µM;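 active = B-score above 5 SD of library B-scores, and initial fluorescence ratio not above library mean plus 5 SD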;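 also: positive B-score marks a calcium rise read as TRPC4 activation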
#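 Test system: HEK293 cells stably co-expressing mouse TRPC4beta and mu-opioid receptor | Schedule: Fluo4 dye loading 45 min at room temperature, 110 s recording | Measured by: Kinetic Fluo4 calcium fluorescence, 5 s baseline at 1 Hz | Evaluation: B score of integrated ratio | Controls: Buffer (low) and maximal DAMGO (high)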
# TRPC4 potent = positive allosteric modulators of TRPC4, primary screen, cell-based, mouse TRPC4beta, HEK293 mu-opioid, Fluo-4 calcium; B-score at 10 µM; Short transient receptor potential channel 4 (Mus musculus), Q9QUQ5; 310,000 compounds, 0.42% hits; DAMGO EC20, Fluo-4 Ca2+ flux; hits give high values; AID 2227, 2009;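 active = B-score of calcium response area above 5 SD of library B-scores, with initial fluorescence ratio within 5 SD of library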;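 also: B-score of integrated fluorescence ratio over time as area under calcium response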
# An asterisk follows results filed as active; i = inactive; x = not tested or not shown.
SMILES,ANO1 activ,TMEM16A inh,MrgX1 antagonist,RGS4 block,TRPC6 inhibitor,MrgX1 PAM,MrgX1 agonist,TRPC6 activator,TRPC4 inh,TRPC4 agonist,TRPC4 potent
O=C(COC(=O)c1ccc([N+](=O)[O-])o1)Nc1nc2ccccc2s1,i,i,i,i,i,i,i,i,i,i,i
C=CCn1c(SCc2c(C)noc2C)nc2ccccc2c1=O,i,i,i,i,i,i,i,i,i,i,i
O=S1(=O)CC(N2CCOCC2)c2ccccc21 (stereo not given),i,i,i,i,i,i,i,i,i,i,i
CCCCCC(O)CCc1n[nH]c(=S)n1-c1ccccc1 (stereo not given),i,i,i,i,i,i,i,i,i,i,i
O=C(Cn1cnc2c(nc3n2CCCCC3)c1=O)Nc1cccc(C(F)(F)F)c1,i,i,i,i,i,i,i,i,i,i,i
NS(=O)(=O)c1ccc(CCNC(=O)c2ccc(NC3=NC4CS(=O)(=O)CC4S3)cc2)cc1 (stereo not given),i,i,i,i,i,i,i,i,i,i,i
O=C(CN1C(=O)C2CC=CCC2C1=O)Nc1nnc(SCc2c(Cl)cccc2Cl)s1 (stereo not given),i,i,i,i,i,i,i,i,i,i,i
O=C(Nc1ccc(N2CCN(C(=O)c3ccccc3)CC2)c(Cl)c1)c1ccc(Br)o1,i,i,i,i,i,i,i,i,i,i,i
Cc1ccc(NC(=O)c2ccc(OC(=O)COc3ccc(Cl)c(C)c3)cc2)cc1,i,i,i,i,i,i,i,i,i,i,i
NNC(=O)COc1cccc(Oc2ccccc2)c1,i,i,i,i,i,i,i,i,i,i,i
Cc1ccc([C@@H]2[C@@H]3C(=O)N(C)C(=O)[C@@H]3[C@]3(C)C(=O)N(Cc4ccccn4)CC(=O)N23)o1,i,i,i,i,i,i,i,i,i,i,i
Cc1n[nH]c(C)c1CN(C)C(=O)c1cc(COc2ccc(F)c(F)c2)on1,i,i,i,i,i,i,i,i,i,i,i
CC1CCN(Cc2nnnn2CCCC(=O)N(C)C2CCOC2)CC1 (stereo not given),i,i,i,i,i,i,i,i,i,i,i
Cc1cccc2c1nc(-c1ccccc1)n1nnnc21,i,i,i,i,i,i,i,i,i,i,i
O=C(CCCCCN1C(=O)CCC1=O)NCc1ccccc1,i,i,i,i,i,i,i,i,i,i,i
C=COc1ccc(N2C(=O)c3ccccc3OC2C)cc1 (stereo not given),i,i,i,i,i,i,i,i,i,i,i
CCc1cccc(CC)c1NC(=O)COC(=O)C1(C)CC1(Cl)Cl (stereo not given),i,i,i,i,i,i,i,i,i,i,i
CCOc1ncccc1C(=O)OCC(=O)Nc1nnc(-c2ccccc2)o1,i,i,i,i,i,i,i,i,i,i,i
CCN(CC)C(=O)Oc1ccc(Cl)c2ccccc12,i,i,i,i,i,i,i,i,i,i,i
CCN(CC)C(=S)NC(=O)c1cc(OC)c(OC)c(OC)c1,i,i,i,i,i,i,i,i,i,i,i
Cc1sc(N2CCN(S(=O)(=O)c3ccc4c(c3)NC(=O)CO4)CC2)nc1-c1ccccc1,i,i,i,i,i,i,i,i,i,i,i
COc1ccc(/C=C(\NC(=O)c2ccc(OC)cc2)C(=O)N2CCCCC2)cc1,i,i,i,i,i,i,i,i,i,i,i
C=CCc1ccc(OCCCCN2CC(C)CC(C)C2)c(OC)c1 (stereo not given),i,i,i,i,i,i,i,i,i,i,i
NC(=S)n1[nH]c(-c2ccc([N+](=O)[O-])cc2)c(N=Nc2cccc([N+](=O)[O-])c2)c1=O,i,x,x,i,i,x,x,i,i,i,i
O=C(Cc1ccccc1)NCc1ccccn1,i,i,i,i,i,i,i,i,i,i,i
COc1ccc(-n2c(-c3ccccc3)nnc2-c2ccc(Cl)cc2)cc1,i,i,i,i,i,i,i,i,i,i,i
COc1cc(C(=O)NCC(=O)OCC(=O)c2cccc3ccccc23)cc(OC)c1OC,i,i,i,i,i,i,i,i,i,i,i
Cc1c(C(=O)O)cccc1-n1c(C)cc(/C=N/Nc2ccc([N+](=O)[O-])cn2)c1C,i,i,i,i,i,i,i,i,i,i,i
CC1CC(OCC(O)C[N+]2(C)CCOCC2)CC(C)(C)C1 (stereo not given),i,i,i,i,i,i,i,i,i,i,i
CCOc1ccc(S(=O)(=O)N2CCN(C(=S)NC3CC3)CC2)cc1,i,i,i,i,i,i,i,i,i,i,18*
Cc1csc(SCC(=O)NC(=O)NCc2ccccc2)n1,i,i,i,i,i,i,i,i,i,i,i
COc1ccc(CNC(=O)C2CCCN(S(=O)(=O)c3ccc(Br)s3)C2)cc1 (stereo not given),i,i,i,i,i,i,i,i,i,i,i
COc1ccc(N2CCN(CCNC(=O)CCN3C(=O)COc4ccccc43)CC2)cc1,i,i,i,i,i,i,i,i,i,i,i
O=C(NC1CCCCCCC1)C1=COCCO1,i,i,i,i,i,i,i,i,x,i,i
Cc1nc(C)c(C(=O)C2=C(O)C(=O)N(CCN(C)C)C2c2ccccc2)s1 (stereo not given),i,i,i,i,i,i,i,i,i,i,i
Nc1nc2cc3ccccc3cc2[nH]c1=O,i,i,i,i,i,i,i,i,i,i,i
O=C(CCS(=O)(=O)c1ccccc1)Nc1cccc(-c2nc3ccccc3s2)c1,i,i,-6.25*,i,i,i,i,i,i,i,i
CC12CCC(C(=O)NC3CCCC3)(CC1=O)C2(C)C (stereo not given),i,i,i,i,i,i,i,i,i,i,i
NC(=O)C(c1ccc(Cl)cc1)c1ccc(Sc2ccccc2)nn1 (stereo not given),i,i,i,i,i,i,i,i,i,i,i
c1ccc(Cc2nc3ccccc3n2Cc2ccccc2)cc1,i,i,i,i,i,i,i,i,i,i,i
O=C(O)CN(c1ccccn1)S(=O)(=O)c1ccccc1,i,i,i,i,i,i,i,i,i,i,i
COc1ccnc(Oc2cccc(C(F)(F)F)c2)c1C(=O)N/C=N/OCc1ccccc1F,i,i,i,i,i,i,i,i,i,i,i
CCn1c(SCC(=O)Nc2cccc(C(C)=O)c2)nnc1C(C)C,x,i,i,i,i,i,i,i,i,i,i
OCCN1CCN(Cc2cccc(Oc3ccc(Cl)cc3)c2)CC1,i,i,i,i,i,i,i,i,i,i,i
Cn1c(=O)cc(OCCCC(=O)NCc2ccc3c(c2)OCO3)c2ccccc21,i,i,i,i,i,i,i,i,i,i,i
CCOc1cc(NC(=O)C2CC2)c(OCC)cc1NC(=O)c1cccc(F)c1,i,i,i,i,i,i,i,i,i,i,i
CC(=O)N(c1ccc2oc(=O)sc2c1)S(=O)(=O)c1cccc2cccnc12,i,i,i,i,i,i,i,i,i,i,i
COC(=O)C1=C(C)NC(C)=C([N+](=O)[O-])C1c1ccccc1C(F)(F)F (stereo not given),i,i,i,i,i,i,i,i,i,i,i
COC(=O)C(C#N)c1nc2ccccc2nc1N1CCN(Cc2ccc3c(c2)OCO3)CC1 (stereo not given),x,i,i,i,i,i,i,i,i,i,i
COC(=O)Nc1ccc(S(=O)(=O)N(C)CC(F)(F)C(F)F)cc1,i,i,i,i,i,i,i,i,i,i,i
# New compounds follow.
SMILES,ANO1 activ,TMEM16A inh,MrgX1 antagonist,RGS4 block,TRPC6 inhibitor,MrgX1 PAM,MrgX1 agonist,TRPC6 activator,TRPC4 inh,TRPC4 agonist,TRPC4 potent
COc1ccc(C(c2nnnn2Cc2ccc(F)cc2)N2CCN(c3ccccc3)CC2)cc1 (stereo not given),i,i,i,i,i,i,i,i,i,i,i
Cn1cc(C2N3CC4(C)CN2CC(C)(C3)C4=O)c2ccccc21 (stereo not given),i,i,i,i,i,i,i,i,i,i,i
Cc1ccc(OCC(=O)NC(=S)Nc2cccc(NC(=O)c3ccccc3)c2)cc1,i,i,i,i,i,i,i,i,i,i,i
COc1ccc(Nc2nc(N)nc(C(F)(F)F)n2)c(OC)c1,i,i,i,i,i,i,i,i,i,i,i
O=C(NCCc1nnc2ccccn12)c1cccs1,i,i,i,i,i,i,i,i,i,i,i
CCCCN(CCCC)CCC(O)c1cc2c(Cl)cc(Cl)cc2c2cc(C(F)(F)F)ccc12 (stereo not given),i,i,i,x,x,i,i,x,x,x,x
CCN(CC(=O)N(CC(C)C)c1c(N)n(CC(C)C)c(=O)[nH]c1=O)Cc1nc2ccccc2c(=O)[nH]1,i,i,i,i,i,i,i,i,i,i,i
COc1cc2cc(CN(CCCO)S(=O)(=O)c3ccccc3)c(=O)[nH]c2cc1OC,i,i,i,i,i,i,i,i,i,i,i
Cc1ccccc1C(=O)c1cccn1CC(=O)N1CCCCCC1,i,i,i,i,i,i,i,i,i,i,i
CCN(CC(=O)Nc1c(F)cccc1F)C(=O)c1ccc(C)c(S(=O)(=O)N2CCCCC2)c1,i,i,i,i,i,i,i,i,i,i,i
CC(C)N=C(NC#N)SCc1ccccc1F,i,i,i,i,i,i,i,i,i,i,i
O=[N+]([O-])c1ccc(NC2CCCC2)cc1,i,i,i,i,i,i,i,i,i,i,i
O=C(CSc1cccc[n+]1[O-])NN(c1ccccc1)c1ccccc1,i,i,i,i,i,i,i,i,i,i,i
C=CCCCCCCCCC(=O)Nc1c[nH]c(=O)[nH]c1=O,i,i,i,i,i,i,i,i,i,i,i
COc1ccccc1CNc1ncnc2cc(Cl)ccc12,i,x,x,i,i,x,x,i,i,i,i
